Compound activity deposited in PubChem BioAssay by several laboratories.
hgDAF-12 ag – activates the H. glycines DAF-12 receptor ligand-binding domain. 370,000 compounds, 1.8% hits. HEK293 GAL4-hgDAF12 UAS-luciferase reporter, agonist luminescence; normalized to butyrate control. AID 687014. activation, % at 6.8 µM;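 active means activation above a cutoff set at the mean of all screened compounds plus 3 SD, cut at about 10% in these data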;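 further: 0% = DMSO wells and 100% = sodium butyrate wells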
hcDAF-12 act – activates DAF-12 receptor from parasite H. contortus; HEK293 hcDAF-12 lit1-tk-luc reporter, luminescence; 0% DMSO, 100% Δ7-dafachronic acid; 370,000 compounds, 1.4% hits; AID 652067; activation, % at 6.8 µM;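 active means activation above the mean of all tested compounds plus 3 SD, cut at about 5.5% in these data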;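 further: 100% = response to 3 µM Δ7-dafachronic acid high control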
DAX1 inh-1 – inhibitors of DAX1 repression of SF-1 activated StAR promoter; 370,000 compounds, 1.1% hits; AID 652010; inhibition, % at 6.8 µM; HEK293T StAR-luciferase reporter, SF-1/DAX-1 repression relief;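 active means inhibition above the mean over all tested compounds plus 3 SD, cut at about 3.6% in these data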;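 further: 0% = DAX-1 cells with DMSO and 100% = cells lacking DAX-1 with DMSO; higher inhibition means more luminescence from relief of DAX-1 repression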
PG9 binder – binds the HIV-1 gp120 antibody PG9 | TR-FRET gp120-PG9 antibody binding | inhibition, % at 6.7 µM | 360,000 compounds, 0.43% hits | AID 624416; in the data active means inhibition above about 8.5%
NPR1 activator – GC-A (human) enzyme activation; P16066; HEK293 GC-A cells, cGMP TR-FRET, EC30 ANP; 0% at EC30 ANP, 100% saturating ANP; activation, % at 10 µM; 370,000 compounds, 0.14% hits; AID 1671463; in the data active means activation above about 40%
DAX1 inh-2 – NR0B1 (DAX1) inhibition; inhibition, % at 6.75 µM; HEK293 Gal4-DAX1 luciferase reporter, luminescence; AID 504766; 340,000 compounds, 0.99% hits;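 active means inhibition above the mean over all tested compounds plus 3 SD, cut at about 4.2% in these data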;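 further: 0% = DAX1-transfected cells with DMSO and 100% = empty-vector control cells with DMSO; inhibition shows as a rise in luminescence from relieved DAX1 repression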
Target sequence (P51843 207-470 limits assumed): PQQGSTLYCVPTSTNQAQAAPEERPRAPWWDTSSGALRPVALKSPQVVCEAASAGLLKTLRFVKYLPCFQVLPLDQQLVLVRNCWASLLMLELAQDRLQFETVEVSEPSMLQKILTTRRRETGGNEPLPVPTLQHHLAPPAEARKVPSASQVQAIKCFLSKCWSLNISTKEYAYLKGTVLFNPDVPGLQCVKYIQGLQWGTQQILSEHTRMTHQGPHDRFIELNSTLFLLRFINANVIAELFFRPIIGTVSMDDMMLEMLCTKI
FXN GAA850 act – increases GAA850 frataxin promoter reporter activity. activation, % at 6 µM. HEK293 lucGAA850 FXN promoter luciferase reporter, 24 h; percent of 10 µM SAHA response. 360,000 compounds, 0.56% hits;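 active means activation above the average of all compounds screened plus 3 SD, cutoff fixed separately per campaign, cut at about 7.5% in these data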;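 further: 0% = DMSO wells and 100% = 10 µM SAHA wells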
ADAM10 inh – ADAM10 inhibition, QFRET primary screen. O14672. recombinant ADAM10, EDANS/DABCYL FRET peptide cleavage, 3 h. inhibition, % at 7 µM. 370,000 compounds, 0.62% hits. AID 720582;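 active means inhibition above a per-campaign cutoff equal to the mean of compounds falling between control-based bounds plus 3 SD, cut at about 20% in these data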;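 further: 0% = DMSO wells while the 100% control is not disclosed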
Target sequence (O14672 214-748 limits assumed): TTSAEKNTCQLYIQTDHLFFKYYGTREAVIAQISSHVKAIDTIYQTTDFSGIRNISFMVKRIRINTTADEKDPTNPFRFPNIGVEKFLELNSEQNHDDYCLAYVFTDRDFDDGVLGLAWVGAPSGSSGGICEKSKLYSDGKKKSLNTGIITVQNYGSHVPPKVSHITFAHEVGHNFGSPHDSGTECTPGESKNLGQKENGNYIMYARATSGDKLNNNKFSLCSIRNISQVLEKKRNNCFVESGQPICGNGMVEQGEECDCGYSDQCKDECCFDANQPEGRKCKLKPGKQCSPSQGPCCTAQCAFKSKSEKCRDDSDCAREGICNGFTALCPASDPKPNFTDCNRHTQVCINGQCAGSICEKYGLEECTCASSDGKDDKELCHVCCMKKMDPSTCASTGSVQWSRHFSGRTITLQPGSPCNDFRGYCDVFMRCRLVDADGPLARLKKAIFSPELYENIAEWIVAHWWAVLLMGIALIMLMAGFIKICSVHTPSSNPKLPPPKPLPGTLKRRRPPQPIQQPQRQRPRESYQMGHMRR
ADAM17 inh – inhibitors of human ADAM17; P78536; recombinant ADAM17, EDANS/DABCYL FRET peptide cleavage; inhibition, % at 6.95 µM; 370,000 compounds, 0.83% hits; AID 720648;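 active means inhibition above the mean of compounds lying between control limits plus 3 SD, set per campaign, cut at about 8.5% in these data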;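 further: 0% = DMSO-only wells as the low control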
SMARCA2 act – SMARCA2 function activation, primary screen; 370,000 compounds, 1% hits; MG213 cells, MMTV-luciferase reporter, dexamethasone, overnight; activation, % at 9.1 µM; in the data active means activation above about 7.8%;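 further: 0% = vehicle wells and 100% = reference activator wells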
ssDAF-12 act – activators of S. stercoralis DAF-12 nuclear receptor. 370,000 compounds, 1% hits. activation, % at 6.8 µM. HEK293 ssDAF-12/GRIP1 lit1-tk-luc reporter, luminescence; % of 3 µM dafachronic acid response;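 active means activation above the mean over all tested compounds plus 3 SD, cut at about 0.9% in these data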;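 further: 0% = DMSO-only wells and 100% = 3 µM delta7-dafachronic acid wells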
* hit, by the source's call; i = inactive; · = not tested or not shown.

Short keys – A = hgDAF-12 ag; B = hcDAF-12 act; C = DAX1 inh-1; D = PG9 binder; E = NPR1 activator; F = DAX1 inh-2; G = FXN GAA850 act; H = ADAM10 inh; I = ADAM17 inh; J = SMARCA2 act; K = ssDAF-12 act
canonical_smiles: CN1CCC(N(C)c2nc(-c3ccccc3)nc3ccccc23)CC1
  A: 3.6	B: 2.2	C: -0.1	D: 0.1	E: 4	F: -0.7	G: 0.8	H: -1	I: -2	J: 3	K: -0.1
canonical_smiles: Cn1c(O)c(C(=NCCc2c[nH]c3ccccc23)c2ccccc2)c(=O)n(C)c1=O
  A: -0.4	B: 1.1	C: -0.1	D: -2.3	E: 2	F: 0.2	G: 2.7	H: -4	I: 0	J: 0	K: -1.4
canonical_smiles: c1ccc2oc(N3CCNCC3)nc2c1
  A: -2.3	B: 0.1	C: -0.6	D: 1.4	E: 2	F: 0.3	G: 0.6	H: -3	I: -6	J: -4	K: -1.1
canonical_smiles: Cc1cnc[nH]1
  A: 1.6	B: 0.5	C: 0.9	D: 2.2	E: -1	F: 1.7	G: -2.4	H: -8	I: 2	J: -3	K: -0.5
canonical_smiles: O=C(Cc1ccccc1)OCn1nnc2ccccc2c1=O
  A: 0.6	B: -0.1	C: 0.2	D: 0.6	E: 4	F: 0.8	G: 1.9	H: 6	I: 0	J: -2	K: -1.6
canonical_smiles: CC(C)n1cc(C(=O)N(CC(=O)NC2CCCC2)Cc2ccccc2)cn1
  A: 1.5	B: -1.3	C: -0.3	D: -1.5	E: 0	F: 0.1	G: -0.9	H: -5	I: -4	J: -5	K: -1.5
canonical_smiles: CCCCN1CCC(O)(c2ccccc2)C(C(=O)c2ccccc2)C1 (configuration not stated)
  A: 4.3	B: 0.7	C: 1.0	D: -1.4	E: 22	F: -0.2	G: -2.4	H: -16	I: -5	J: -5	K: -1.0
canonical_smiles: O=C(c1cc(-c2cccnc2)nc2ccc(Cl)cc12)N1CCC2(CC1)OCCO2
  A: 2.4	B: 1.9	C: -0.5	D: 2.1	E: -2	F: -0.5	G: 0.9	H: 4	I: -4	J: -2	K: -0.9
canonical_smiles: CN1CCN(/N=C/c2c(O)n(Cc3ccc(F)cc3)c(=O)[nH]c2=O)CC1
  A: 3.7	B: -1.9	C: 0.1	D: -0.4	E: 5	F: 0.2	G: 1.4	H: -2	I: -2	J: -3	K: -2.0
canonical_smiles: CC(=O)Nc1cc(C(=O)N2CCC3(CC2)OCCO3)ccc1S(=O)(=O)c1ccc(Cl)cc1
  A: 0.2	B: -1.9	C: -0.1	D: 0.1	E: 4	F: 0.1	G: 2.2	H: 0	I: -1	J: -3	K: -0.5
canonical_smiles: C/C(=N\NC(=O)c1ccncc1)c1c(O)n(-c2ccccc2)c(=O)[nH]c1=O
  A: -0.6	B: -0.2	C: -0.2	D: -1.6	E: 0	F: ·	G: 0.1	H: -13	I: -7	J: -5	K: -0.6
canonical_smiles: N#Cc1ccccc1Cn1cc(C(=O)c2ccccc2F)c2ccccc21
  A: -0.2	B: 0.8	C: 0.2	D: -2.2	E: -7	F: -1.2	G: 0.6	H: 17	I: 8	J: -4	K: -1.4
canonical_smiles: Cc1ccc(OC(=O)N(C)C[C@@H]2OCc3cnnn3CCCC(=O)N([C@@H](C)CO)C[C@H]2C)cc1
  A: -1.6	B: -2.2	C: -0.1	D: 0.0	E: 3	F: 0.4	G: -0.3	H: -5	I: -4	J: -4	K: -0.1
canonical_smiles: CCOC(=O)C12C(=O)OCC1C2c1ccccc1 (configuration not stated)
  A: -0.3	B: -2.3	C: 1.9	D: -1.6	E: 4	F: ·	G: ·	H: 1	I: 0	J: -1	K: -0.8
canonical_smiles: OCC#CC[N+]1(CC#Cc2ccccc2)CCOCC1
  A: 1.0	B: 2.5	C: 0.0	D: -0.9	E: 2	F: 4.3*	G: -0.6	H: -6	I: -4	J: -1	K: -1.6

The results go on.
Values run as follows: hgDAF-12 ag, hcDAF-12 act, DAX1 inh-1, PG9 binder, NPR1 activator, DAX1 inh-2, FXN GAA850 act, ADAM10 inh, ADAM17 inh, SMARCA2 act, ssDAF-12 act
- C[N+](C)(C)CCc1ccc(O)cc1
    -0.9, 0.4, -0.1, -0.5, 0, 4.0, -1.8, -3, -1, 1, -0.3
- C#C[C@@]1(O)CCC2C3CCC4=C/C(=N/OCC(=O)NC(C(=O)NC(CC(C)C)C(=O)O)C(C)C)CC[C@]4(C)C3CC[C@@]21C (some centres not stated)
    0.4, -0.9, 0.3, 0.6, -1, -1.3, 1.6, 2, -3, -4, -1.0
- Nc1c(C(=O)NCCN2CCOCC2)c2nc3ccccc3nc2n1Cc1ccccc1
    1.4, -1.8, -0.4, -1.8, 12, -0.4, 1.7, i, -289, -4, -1.9
- CCCCn1c(=O)c(C(=O)Nc2ccccc2Cl)c(O)c2ccccc21
    2.7, 5.7*, 0.9, 1.6, -7, 0.9, 3.3, 5, 1, 1, 0.2
- Fc1ccc(N2CCN(Cc3cc4c(cc3Br)OCO4)CC2)cc1
    -1.5, -1.8, 0.2, -2.1, -1, 2.2, 0.9, 15, 1, 5, -1.6
- CC12CCC(O)CC1CCC1C2CCC2(C)C(C3=CC(=O)OC3)CCC12O (configuration not stated)
    -15, -3.6, -6.1, 0.7, 2, -6.4, -14, -9, -2, -9, -2.7
- COc1ccc(-c2[nH]ncc2CNC(C)Cc2cccc(C)n2)cc1F (configuration not stated)
    -1.2, 0.7, -0.1, -0.3, -14, 1.2, 1.6, -4, -3, -3, -0.9
- O=C(CN1CCCCC1)c1ccc2c(c1)OCO2
    1.1, 0.1, -0.2, -2.9, 0, 5.6*, 1.5, 0, -4, 7, -0.1
- CC(C)NC(C)C(=O)c1ccc2ccccc2c1 (configuration not stated)
    2.3, -1.7, -0.2, -1.2, 2, -0.1, 1.5, -93, -31, -1, -1.1
- Cc1cc(OCC(=O)NCC2CCC(C(=O)O)CC2)c2c3c(c(=O)oc2c1)CCC3 (configuration not stated)
    -3.7, 1.3, 0.1, 2.2, 3, -1.0, 0.0, -158, -33, -1, -1.3
- CC(=O)N1CCC2(CC1)CC(=O)c1cc(OCC(=O)N3CCN(C)CC3)ccc1O2
    -0.2, -1.1, 0.9, 3.0, 5, 1.1, 2.1, i, -475, -1, -0.9
- COc1ccc(-n2c(/C=C3\C(=O)Nc4ccccc43)nc3ccccc3c2=O)cc1
    -0.9, 1.6, -0.1, -1.0, -14, -0.5, 0.5, -11, 2, -2, -1.2
- CC(=O)N1CCCSC1=Nc1ccccc1
    -3.2, -1.9, -0.6, -0.3, 0, -1.4, -0.5, 1, 0, -3, -1.5
- COc1c(C)cc(C(=O)C2CCCN(C3CCOCC3)C2)cc1C (configuration not stated)
    -2.8, 0.5, 3.2, 3.2, 0, 1.0, -0.3, 1, -3, 0, -1.4
- C=CCn1c(O)c(C(CC)=NCCCO)c(=O)[nH]c1=O
    0.6, -1.8, 0.6, 0.6, 0, 1.0, 1.4, 0, -1, 1, -0.9
- O=C1N=c2ccccc2=C/C1=C\c1c(O)[nH]c(=S)[nH]c1=O
    -0.8, 3.1, 0.2, -2.8, -3, 0.7, 2.8, -53, -18, 2, 0.2
- C/C(CC(c1ccccc1)c1c(O)c2ccccc2oc1=O)=N\Nc1ccc([N+](=O)[O-])cc1[N+](=O)[O-] (configuration not stated)
    -1.1, -1.7, -0.7, -3.2, 2, 1.6, -0.1, 2, -2, 0, -0.5
- CCOC(=O)c1c(C)n(Cc2ccccc2)c2ccc(OCC(O)CN3C(=O)CNC3=O)cc12 (configuration not stated)
    -1.8, -4.2, -0.2, -2.8, 28, -0.6, 1.2, 16, 5, 1, -1.3
- COC1CC=C2CCN3CCC4=C(CC(=O)OC4)C23C1 (configuration not stated)
    -0.8, 1.3, -0.3, 2.9, 5, ·, ·, 0, -2, -2, -0.7
- O=c1c2ccccc2nc(CN2CCCCCC2)n1-c1ccc(F)cc1
    -1.4, -0.9, -0.5, -0.7, -8, -0.1, 0.5, -3, 5, -2, -1.4

For reference, five of the compounds above:
Values run as follows: hgDAF-12 ag, hcDAF-12 act, DAX1 inh-1, PG9 binder, NPR1 activator, DAX1 inh-2, FXN GAA850 act, ADAM10 inh, ADAM17 inh, SMARCA2 act, ssDAF-12 act
- O=C1N=c2ccccc2=C/C1=C\c1c(O)[nH]c(=S)[nH]c1=O
    -0.8, 3.1, 0.2, -2.8, -3, 0.7, 2.8, -53, -18, 2, 0.2
- C/C(CC(c1ccccc1)c1c(O)c2ccccc2oc1=O)=N\Nc1ccc([N+](=O)[O-])cc1[N+](=O)[O-] (configuration not stated)
    -1.1, -1.7, -0.7, -3.2, 2, 1.6, -0.1, 2, -2, 0, -0.5
- CCOC(=O)c1c(C)n(Cc2ccccc2)c2ccc(OCC(O)CN3C(=O)CNC3=O)cc12 (configuration not stated)
    -1.8, -4.2, -0.2, -2.8, 28, -0.6, 1.2, 16, 5, 1, -1.3
- COC1CC=C2CCN3CCC4=C(CC(=O)OC4)C23C1 (configuration not stated)
    -0.8, 1.3, -0.3, 2.9, 5, ·, ·, 0, -2, -2, -0.7
- O=c1c2ccccc2nc(CN2CCCCCC2)n1-c1ccc(F)cc1
    -1.4, -0.9, -0.5, -0.7, -8, -0.1, 0.5, -3, 5, -2, -1.4

Carrying on.
Values run as follows: hgDAF-12 ag, hcDAF-12 act, DAX1 inh-1, PG9 binder, NPR1 activator, DAX1 inh-2, FXN GAA850 act, ADAM10 inh, ADAM17 inh, SMARCA2 act, ssDAF-12 act
- O=C(Nc1cccnc1)c1c(O)c2c(n(Cc3ccccc3)c1=O)CCCC2
    0.0, -1.8, 0.3, -0.2, 3, -0.8, 4.4, 3, -2, 0, -0.7
- O=C1NC(=O)C(Sc2ccccc2[N+](=O)[O-])C(=O)N1
    3.3, 0.5, -0.2, -0.5, 4, -0.4, -1.8, -7, -2, 0, -0.5
- COCCNC(=O)CN1C2CCC1CC(O)(c1cccnc1)C2 (configuration not stated)
    -0.3, -1.2, 0.2, 2.0, 2, -1.6, 0.5, -8, -4, -3, -0.6
- O=c1c2ccccc2nc(-c2ccccc2)n1-c1ccc(O)cc1
    -2.4, -0.9, -0.6, -1.7, 5, 0.0, 0.3, -7, -4, -4, -0.4
- c1ccc(CCN2CCCCC2)nc1
    0.0, -1.1, 0.1, 0.7, 5, 0.3, 0.7, -5, -3, 4, -0.8
- Cc1ncc(CN2CCCC(C(=O)c3cccc(OC(C)C)c3)C2)s1 (configuration not stated)
    0.5, -1.9, -0.7, 2.9, -2, -1.3, -2.0, -4, -2, -1, -1.4
- CCOc1cc2c(cc1OCC)-n1cccc1C(c1ccc(C(C)C)cc1)NC2 (configuration not stated)
    -4.3, -1.3, -1.0, -1.1, -20, -0.3, -1.0, 16, 4, -3, -1.8
- CN(c1ccccc1)c1ccc([N+](=O)[O-])c2nonc12
    -2.2, -1.4, 0.0, -2.7, 1, -0.6, 1.9, 11, 6, 2, -1.3
- CCCC(C)n1[nH]c(=O)c2c1NC(=O)CSC2c1ccc(OC)c(OC)c1 (configuration not stated)
    -1.8, -0.2, -0.3, 1.9, -2, -0.2, -3.3, 4, 0, -3, -1.9

Not all compounds are listed; the hit share may differ from the screen's.
